# Mito fusion act: qHTS Assay for Small Molecule Inhibitors of Mitochondrial Division or Activators of Mitochondrial Fusion; S. cerevisiae fusion-defective mutant growth rescue, CellTiterGlo 48 h; Potency, µM (highest dose often 46.1 µM), inactives show at the top dose growth rescue (activation), usual class: activators; 320,000 tested, 0.23% active; AID 485298, 2010;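 also: potency is read from the fitted curve at half-maximal effect; % of control where 0% means no effect; nearly all actives have a fitted effect of over 45% in size; temperature-sensitive fusion mutants such as fzo1-1 at 37 °C on non-fermentable ethanol glycerol medium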
#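 Yeast fusion mutant, YPEG (non-fermentable carbon), compound, 48 h at 37C non-permissive; CellTiterGlo added, 10 min RT, luminescence read. Rescued growth = division inhibition.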
# BCR signal inh: qHTS Assay to Find Inhibitors of Chronic Active B-Cell Receptor Signaling | ABC-DLBCL IkBa-CBG/CBR reporter, luminescence ratio, 4 h | Potency, µM (doses to about 46.1 µM), inactives show top-dose ratio change, negative = lower green/red ratio, actives largely listed as inhibitors | 340,000 tested, 0.05% active | AID 493014, 2011; active = well fitted inhibition curve with a large enough effect in the signal ratio, with a control signal flat, not every such curve was filed as active; inconclusive = small, poorly fitted or top-dose-only effect, or effect the other way, or a change in a side signal; the % refers to the signal ratio;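 also: potency is read from the fitted curve at half-maximal effect; plate controls were basal doxycycline-induced cells for no effect and cells given 10 µM MG132 for full effect; MG132 reads +100%, hits lower the ratio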
#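 Compounds up to 46 uM were incubated four hours with TMD8 cells whose green CBG68 luciferase is fused to IkappaBalpha; red CBR luminescence normalised the signal, and concentration-effect curves were fitted to fusion, red and ratio data.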
# TSHR antagonist: Antagonists of the Thyroid Stimulating Hormone Receptor: HTS campaign; activity change, negative = inhibition, % at 11.5 µM; TSHR-expressing cells, TSH-stimulated cAMP HTRF, 2 h; hits give low values; Thyrotropin receptor (Homo sapiens), P16473; AID 504810, 2011; 330,000 tested, 0.2% active;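 active = activity change below a set negative limit, meaning inhibition stronger than a set level, cut at about -70% in these data; inconclusive = activity change between two set negative limits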; also: % is scaled to controls: 0 for no effect and ±100 for the full control effect
# Target sequence (P16473 whole entry, looked up): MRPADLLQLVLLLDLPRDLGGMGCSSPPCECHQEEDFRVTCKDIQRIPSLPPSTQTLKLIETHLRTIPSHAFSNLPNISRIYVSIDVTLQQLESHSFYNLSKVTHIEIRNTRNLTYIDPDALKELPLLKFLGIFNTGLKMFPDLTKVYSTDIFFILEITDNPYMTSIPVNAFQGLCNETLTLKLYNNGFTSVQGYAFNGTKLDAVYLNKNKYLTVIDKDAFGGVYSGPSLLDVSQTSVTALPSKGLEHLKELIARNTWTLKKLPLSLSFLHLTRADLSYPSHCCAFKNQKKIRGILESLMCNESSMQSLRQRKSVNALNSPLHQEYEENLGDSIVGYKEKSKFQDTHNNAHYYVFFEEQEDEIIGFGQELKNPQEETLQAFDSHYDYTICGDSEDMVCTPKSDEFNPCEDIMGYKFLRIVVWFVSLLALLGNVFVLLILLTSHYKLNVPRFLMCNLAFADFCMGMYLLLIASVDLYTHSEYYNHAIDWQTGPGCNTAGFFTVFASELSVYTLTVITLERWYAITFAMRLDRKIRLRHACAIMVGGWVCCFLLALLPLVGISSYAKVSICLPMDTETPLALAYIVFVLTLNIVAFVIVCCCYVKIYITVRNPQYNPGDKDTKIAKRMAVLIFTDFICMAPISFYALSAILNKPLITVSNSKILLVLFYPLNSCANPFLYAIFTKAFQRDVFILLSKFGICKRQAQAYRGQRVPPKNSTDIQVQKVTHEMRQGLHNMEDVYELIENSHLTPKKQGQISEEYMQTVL
#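 Cell-based HTRF cAMP assay; TSHR cells + compound, TSH EC80 (4nM final), 2 h, 37 deg C. Lysis with anti-cAMP cryptate and cAMP-d2, 30 min RT, read 665/620 nm.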
# ELG1 repair inh: qHTS screen for small molecules that inhibit ELG1-dependent DNA repair in human embryonic kidney (HEK293T) cells expressing luciferase-tagged ELG1; HEK293T ELG1-luciferase reporter, luminescence, 16 h; DNA damage induced by 5-fluorouridine; Potency, µM (top dose mostly 46.1 µM), for inactives: top-dose activity change, negative = inhibition, most hits filed as inhibitors; 330,000 tested, 2.3% active; AID 504467, 2011; also: potency is read from the fitted curve at half-maximal effect; % is scaled to controls: 0 for no effect and ±100 for the full control effect; nearly all actives have a fitted effect of over 55% in size
#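 HEK293T cells expressing luciferase-tagged ELG1 (2,000/well) received 5-Fluorouridine plus compound or DMSO for 16 hr at 37 °C. Luciferase was read by ONE-Glo luminescence after 30 min at room temperature.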
# uPA generation: qHTS for Inhibitors of Cell Surface uPA Generation; cell surface uPA generation assay, qHTS; Potency, µM (highest dose often 38.3 µM), without a hit: at the top dose activity change, negative = inhibition, actives largely listed as inhibitors; 330,000 tested, 0.31% active; AID 540303, 2011; active = well fitted inhibition curve with a large enough effect; inconclusive = small, poorly fitted or top-dose-only effect; inactive = no such curve, though single readings can be large or run the other way; tested in mouse RAW 264.7 cells; also: potency is read from the fitted curve at half-maximal effect; % is scaled to controls: 0 for no effect and ±100 for the full control effect; nearly all actives have a fitted effect of over 55% in size
# USP2a block: qHTS Assay for Inhibitors of Ubiquitin-specific Protease USP2a Using CHOP2 as the Reporter; Ubiquitin carboxyl-terminal hydrolase 2 (Homo sapiens), O75604; USP2 core, Ub-CHOP2 coupled fluorogenic reporter, 485/531; Potency, µM (titrated, usually from 38.3 µM), without a hit: at the top dose activity change, negative = inhibition, usual class: inhibitors; 330,000 tested, 0.01% active;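 also: potency is read from the fitted curve at half-maximal effect; plate controls were DMSO wells for no effect and full inhibition by NEM control for full effect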
#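 USP2 core (10nM final) preincubated 30min RT with compound in 20mM Tris-HCl pH 8.0, 2mM CaCl2, 2mM beta-mercaptoethanol, 0.05% CHAPS; 25nM Ub-CHOP2 plus 25nM reporter substrate added, fluorescence (Ex485/Em531) read after 60min.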
# Tb PFK inh: qHTS Assay to Find Inhibitors of T. brucei phosphofructokinase | T. brucei PFK, ADP-Glo luminescence | Potency, µM (doses to about 57.5 µM), for inactives: at the highest dose activity, negative = inhibition, most hits filed as inhibitors | 330,000 tested, 0.17% active | ATP-dependent 6-phosphofructokinase (Trypanosoma brucei brucei), O15648;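 also: potency is read from the fitted curve at half-maximal effect; 0% = uninhibited 1x PFK enzyme wells and -100% = no-enzyme wells; nearly all actives have a fitted effect of over 60% in size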
#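 Activity is normalized to no-enzyme wells (full inhibition) and 1.25 nM enzyme wells (no inhibition). Reaction: 0.5 mM F6P, 0.1 mM ATP, 45 min RT, ADP-Glo luminescence; concentration-response curves fitted and classed by quality.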
# Eya2 phos inh: qHTS Assay for Inhibitors of the Phosphatase Activity of Eya2; Protein phosphatase EYA2 (Homo sapiens), O00167; recombinant Eya2, OMFP fluorescence dephosphorylation (OMFP is methylfluorescein phosphate); Potency, µM (top dose mostly 76.9 µM), without a hit: top-dose activity, negative = inhibition, most hits filed as inhibitors; 330,000 tested, 0.006% active; also: potency is read from the fitted curve at half-maximal effect; % is scaled to controls: 0 for no effect and ±100 for the full control effect
#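 Eya2 protein (added as 0.2 uM solution) was preincubated with compound for 10 min at ambient temperature in 50 mM HEPES pH 7.5, 50 mM NaCl, 5 uM MgCl2, 0.05% BSA, 1 mM DTT. OMFP (added at 50 uM) then reacted 10 min; fluorescence read at 485/525 nm.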
# PTAP TSG101 blk: qHTS Assay for Iinhibitors of HIV-1 Budding by Blocking the Interaction of PTAP/TSG101; Potency, µM (top dose mostly 115 µM), inactives show at the highest dose activity change, negative = inhibition, most hits filed as inhibitors; 340,000 tested, under 10 active; AID 493005, 2010; Fluorescence polarization, FITC-PTAP peptide / Tsg101 binding; active = well fitted inhibition curve with a large enough effect in the main read-out, with a control signal flat, not every such curve was filed as active; inconclusive = small, poorly fitted or top-dose-only effect, or effect the other way, or a change in a side signal; inactive = no such curve, though single readings can be large or run the other way; also: potency is read from the fitted curve at half-maximal effect; % of control where 0% means no effect
#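 Compounds were pin-transferred onto Tsg101 binding domain (10 uM final) in HEPES pH 7.5 buffer, then FITC-PTAP peptide was added at 50 nM final. After 20 min at RT, polarization reported peptide displacement across a qHTS concentration series.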
# B2AR arrestin: qHTS assay of beta-arrestin-biased ligands of beta2-adrenergic receptor. Beta-2 adrenergic receptor (Homo sapiens), P07550. beta-arrestin recruitment to beta2AR, cell-based reporter. Potency, µM (top dose mostly 46.1 µM), for inactives: at the highest dose activation, usual class: activators. 330,000 tested, 0.02% active. AID 492947, 2010;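 also: potency is read from the fitted curve at half-maximal effect; 0% = DMSO controls and full agonism = EC100 isoproterenol or metaproterenol; nearly all actives have a fitted effect of over 65% in size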
# TCR activator: Activators of T cell receptors: qHTS campaign; primary human leukocytes, anti-CD3, IL-2 HTRF, 48 h; Potency, µM (top dose mostly 9.22 µM), for the others: top-dose activation of IL-2 secretion, usual class: activators; 330,000 tested, under 10 active; also: % of control where 0% means no effect
#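 1) Mix primary human leukocytes, a-CD3 beads and compound. 2) Incubate 48 hr. 3) Add HTRF IL-2 reagents (a-IL-2-K, a-IL-2-d2).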
# * marks the source's active call; other numbers are inactive results; ? = inconclusive; . = not tested or not shown; [ ] = dose if it differs, or a comment. Unless noted, calls follow the shape of the dose curve; as a rule, active = well fitted curve in the direction sought with a large enough effect; inconclusive = small, poorly fitted or top-dose-only effect, or another doubt; inactive = no such curve, though single readings can be large; an effect the other way counts as inactive or inconclusive.
Molecule	B2AR arrestin	TCR activator	BCR signal inh	Eya2 phos inh	USP2a block	Tb PFK inh	ELG1 repair inh	uPA generation	Mito fusion act	PTAP TSG101 blk	TSHR antagonist
CSCCC1COC(c2cccs2)=N1 (configuration not stated)	-0.1%	2.3%	-0.1%	9.5%	3.6%	1.2%	-4.6%	-1.6%	-5.5%	0.9%	6.3
CN(CC(=O)c1c(N)n(C)c(=O)n(C)c1=O)c1ccccc1	-0.2%	.	-1.4%	-3.9%	0.9%	-2.5%	7.6%	0.3%	-1.9%	0.0%	6.9
CCO[C@H]1OC(C(=O)Nc2ccccc2)=C[C@@H](c2ccc(C(F)(F)F)cc2)[C@@H]1CCCO	3.1%	-2.9%	?	-12.1%	-0.1%	1.6%	3.1%	-16.6%	2.4%	-7.9%	1.3
COc1cc(C(=O)NCc2ncccc2C)ccc1OC1CCN(C(C)=O)CC1	-0.5%	-2.5%	-4.1%	-0.6%	0.3%	0.7%	6.6%	-39.1%	0.5%	.	10.0
CCN(C(=O)CSc1nnnn1-c1cc(C)ccc1OC)C1CCS(=O)(=O)C1 (configuration not stated)	0.3%	-3.0%	0.1%	-0.3%	1.3%	3.4%	-10.0%	-0.8%	4.3%	0.2%	-1.1
CCC(=O)NC(c1ccc(OC)cc1)c1c(O)ccc2ccccc12 (configuration not stated)	2.8%	3.5%	-1.5%	-1.9%	8.6%	2.1%	8.4%	5.62µM*	-0.9%	-3.4%	-1.6
Cc1cc(C(=O)N2CCCC(Nc3ccc(F)cc3)C2)n(C)n1 (configuration not stated)	-0.5%	-4.3%	-0.7%	2.2%	-0.5%	-3.9%	12.1%	0.4%	5.0%	-5.6%	41.0
O=C(NCc1ccc2c(c1)OCO2)C1CCN(S(=O)(=O)c2cccc3nsnc23)CC1	0.2%	0.4%	0.7%	10.3%	0.2%	-1.8%	-6.2%	-1.8%	-2.7%	0.3%	-9.8
COc1ccc(C2(c3ccc(OC)cc3)NC(=O)N(CC(=O)Nc3ccc(OC)c(OC)c3)C2=O)cc1	0.9%	-57.7%	-11.2%	6.0%	1.2%	0.7%	-6.1%	-2.0%	3.0%	0.5%	4.4
O=C(Nc1ccccc1N1CCCCC1)c1ccc(N2C(=O)c3ccccc3C2=O)cc1	-0.6%	-3.5%	3.4%	20.9%	11.8%	-0.1%	-13.6%	4.6%	1.6%	-1.4%	-9.6
Cc1ccc(SCC(=O)N(C)CC(=O)Nc2cccc(F)c2)c(C)c1	-0.1%	5.0%	2.9%	-8.4%	-6.7%	10.7%	17.5%	22.2%	10.7%	-1.7%	-1.8
CCN(CC(=O)NC1CCS(=O)(=O)C1)S(=O)(=O)c1cccc(C(C)=O)c1 (configuration not stated)	-0.2%	1.8%	-8.2%	-0.8%	0.1%	-11.8%	6.4%	5.9%	-5.1%	-2.7%	6.3
O=C(CCC(F)(F)F)N1CCC(CO)(CCc2ccccc2)CC1	-0.7%	-9.8%	0.2%	0.6%	-1.5%	1.0%	18.4%	1.4%	4.5%	-0.1%	0.0
CCOC(=O)C1=C(C)NC(SCC(N)=O)=C(C#N)C1c1ccccc1 (configuration not stated)	-0.8%	4.0%	?	-2.2%	3.6%	-0.7%	-9.5%	?	-0.6%	-2.9%	18.2
COc1ccc(S(=O)(=O)NNC(=O)c2csc(-n3nc(C)cc3C(F)(F)F)n2)cc1	-0.3%	-0.1%	-1.7%	8.0%	6.2%	4.7%	-8.2%	2.7%	-1.1%	-1.7%	1.3
CCNC(=S)Nc1scc(-c2ccccc2)c1C(=O)OCC	-0.8%	-3.9%[46.1 µM]	-2.3%	-5.7%	-1.9%	-0.6%	-7.9%	0.3%	?	-2.4%	-4.9
CN1C(=S)SC(N(O)C(=O)Nc2ccccc2)C1(C)C (configuration not stated)	-0.5%	4.5%	-1.7%	9.4%	1.3%	2.9%	-16.9%	-5.3%	3.3%	-5.0%	-0.2
O=C(CSc1nc(=O)n2ccccc2n1)N1CCCCCC1	0.1%	-6.2%	4.3%	9.1%	-0.6%	-0.3%	23.7%	-2.0%	-4.8%	-0.4%	7.4
O=C1CN(C(=O)C2CCCC2)CCN1	-0.2%	2.6%[46.1 µM]	5.4%	3.1%	1.7%	0.9%	4.8%	3.2%	-4.4%	-1.2%	-3.7
COc1ccccc1Nc1nc(N)nc(CN2CCN(c3ccccc3)CC2)n1	0.2%	3.1%	-15.5%	15.9%	-0.3%	20.6%	8.6%	3.9%	-3.1%	-3.7%	5.3
COc1cc(OC)c(NS(=O)(=O)c2c(C(=O)N3CCCCC3)c(C)n(C)c2C)cc1Cl	0.1%	-6.2%	0.2%	?	3.0%	-2.2%	-0.6%	6.0%	-1.9%	-5.2%	-1.4
Cc1noc(NS(=O)(=O)c2ccc(N3C(=O)c4ccccc4C3=O)cc2)c1C	0.0%	-1.8%	9.8%	10.5%	0.4%	1.8%	16.6%	-1.4%	-5.2%	-3.8%	23.9
CC(=O)N1N=C(c2c(-c3ccccc3)c3cc(Br)ccc3[nH]c2=O)CC1c1ccco1 (configuration not stated)	-0.2%	0.9%	?	14.0%	1.6%	1.8%	?	?	8.9%	-5.3%	-13.2
CC(CN1CCOCC1)C(=O)O (configuration not stated)	-0.9%	-0.7%[46.1 µM]	?	-7.3%	-0.6%	1.3%	37.4%	6.4%	-3.2%	-1.9%	-2.6
CCCn1c(SCC(=O)N2c3ccccc3CCc3ccccc32)nc2c1c(=O)n(C)c(=O)n2C	-1.1%	-1.2%	5.4%	4.5%	-4.2%	1.8%	-11.9%	2.3%	1.1%	-3.0%	6.7
c1cc(CNC2C3CC4CC(C3)CC2C4)ccn1 (configuration not stated)	-0.2%	5.3%	-2.5%	3.3%	-1.6%	1.4%	-3.7%	-6.8%	10.4%	72.9%[activator]	4.9
CCCC(C)C(=O)Nc1ccc(Cl)cc1Cl (configuration not stated)	0.1%	-4.4%	?	-1.9%	-1.0%	-10.0%	-1.3%	-0.5%	-1.3%	-5.0%	7.7
C=CCc1cc(C)ccc1OCCCC(C(=O)OCC)C(=O)OCC	0.1%	1.4%[46.1 µM]	-0.1%	-9.4%	0.3%	-2.6%	1.4%	3.0%	-4.5%	0.2%	-12.8
Cc1ccc2oc(=O)c3cc(C(=O)NCCCN4CCN(C)CC4)sc3c2c1	-1.1%	-7.7%	2.8%	7.8%	1.9%	0.1%	5.3%	-5.0%	10.0%	-0.9%	-5.2
COc1ccccc1NC(=O)Nc1ccccc1SC	-1.3%	4.7%	-16.7%	0.2%	1.4%	1.5%	2.1%	0.6%	-0.7%	-1.4%	-13.8
CCOC(=O)N1CCC(NC(=O)CN2C(=O)C(CC)Oc3ccc(C)cc32)CC1 (configuration not stated)	-0.1%	3.0%	?	-23.5%	-0.5%	-3.4%	1.8%	3.9%	-6.8%	2.5%	0.0
COC(=O)c1ccccc1NC(=O)c1cc([N+](=O)[O-])nn1Cc1ccccc1	-0.5%	3.5%[46.1 µM]	-4.8%	3.5%	4.4%	-1.3%	4.2%	-1.1%	-3.7%	-9.7%	4.7
